Source: PubChem (several laboratories)
RPL19A-GFP yeast: alters RPL19A-GFP fluorescence in TOR pathway yeast screen. percent response vs DMSO, % at 10 µM. 330,000 tested, 0.3% active. S. cerevisiae RPL19A-GFP strain, flow cytometry, 3 h; stronger effect = lower value;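 active means percent response vs DMSO below 50%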;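 further: median channel GFP fluorescence of the barcoded RPL19A-GFP strain; ratio of sample median GFP to plate DMSO average so 100% = DMSO; lower means less RPL19A-GFP as with rapamycin TOR inhibition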
AGP1 TOR yeast: yeast TOR pathway AGP1-GFP modulation | S. cerevisiae AGP1-GFP multiplex flow cytometry, 3 h; GFP as percent of DMSO wells | 320,000 tested, 0.02% active | GFP response vs DMSO, % at 10 µM;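 active means GFP response relative to DMSO above a set limit, near screen average plus 3 SD, cut at about 150% in these data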;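 further: median GFP channel fluorescence of the gated AGP1 strain per well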
MEP2-GFP yeast: modulators of TOR pathway MEP2-GFP in S. cerevisiae. GFP response vs DMSO, % at 10 µM. S. cerevisiae MEP2-GFP strain, flow cytometry GFP, 3 h; 100% = DMSO control level. AID 2016. 330,000 tested, 0.51% active;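 active means GFP response versus DMSO above a set limit, roughly screen mean plus 3 SD, cut at about 180% in these data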;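 further: median GFP fluorescence of the barcode-gated MEP2-GFP cells per well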
Yeast superoxide: caloric restriction mimetics inhibiting age-related superoxide in yeast | S. cerevisiae aged cells, superoxide DHE fluorescence; stronger effect = lower value | superoxide response (% of plate mean), % at 10 µM | 330,000 tested, 0.18% active;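 active means superoxide response under a set limit, about three screen SD below normal, cut at about 65% in these data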;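 further: yeast aged for seven days with compound at 30 °C before DHE staining; 100% = average MFI of all compound-treated wells on the plate with controls excluded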
CIT2-GFP yeast: alters CIT2-GFP fluorescence in TOR pathway yeast screen | S. cerevisiae CIT2-GFP strain, flow cytometry, 3 h; 100 means same as DMSO wells | GFP response vs DMSO, % at 10 µM | 320,000 tested, 0.065% active | AID 2029;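 active means GFP response relative to DMSO above a set limit, near the screen mean plus 3 SD, cut at about 150% in these data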;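 further: ratio of well median GFP fluorescence to mean of DMSO wells on the plate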
AHR activator: activators of human aryl hydrocarbon receptor. AHR-responsive luciferase reporter cells, luminescence. activation, % at 5 µM. 320,000 tested, 2.5% active. AID 2796; in the data active means activation above about 47%;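 further: 0% = vehicle wells and 100% = reference agonist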
Target sequence (P35869 whole entry, looked up): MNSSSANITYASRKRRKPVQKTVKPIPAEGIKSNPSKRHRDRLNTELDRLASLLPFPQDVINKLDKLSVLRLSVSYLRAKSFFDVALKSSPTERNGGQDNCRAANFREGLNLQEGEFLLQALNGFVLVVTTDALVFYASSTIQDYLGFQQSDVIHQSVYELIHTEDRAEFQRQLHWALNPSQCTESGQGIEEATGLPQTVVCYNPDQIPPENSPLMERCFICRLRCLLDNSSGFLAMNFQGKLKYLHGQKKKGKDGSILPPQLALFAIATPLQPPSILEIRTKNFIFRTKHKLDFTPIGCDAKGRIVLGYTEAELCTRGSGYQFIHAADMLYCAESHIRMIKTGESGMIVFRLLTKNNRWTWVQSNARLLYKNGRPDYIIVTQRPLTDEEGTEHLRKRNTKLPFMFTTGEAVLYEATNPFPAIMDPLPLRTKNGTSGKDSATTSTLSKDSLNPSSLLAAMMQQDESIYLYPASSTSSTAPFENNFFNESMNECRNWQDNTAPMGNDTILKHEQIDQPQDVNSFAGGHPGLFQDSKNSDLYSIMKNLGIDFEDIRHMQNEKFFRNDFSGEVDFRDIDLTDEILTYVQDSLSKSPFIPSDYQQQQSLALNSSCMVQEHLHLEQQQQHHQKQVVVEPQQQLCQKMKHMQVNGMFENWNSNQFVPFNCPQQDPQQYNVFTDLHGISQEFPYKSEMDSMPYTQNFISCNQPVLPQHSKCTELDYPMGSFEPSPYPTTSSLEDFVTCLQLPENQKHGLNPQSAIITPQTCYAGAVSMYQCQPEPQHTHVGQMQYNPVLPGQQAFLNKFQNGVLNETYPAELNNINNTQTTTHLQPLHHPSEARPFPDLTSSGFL
Efflux pump mplx: blocks antifungal efflux pumps in multiplex yeast assay. S. cerevisiae Candida pump triplex, Nile Red efflux. inhibition, % at 10 µM. 330,000 tested, 0.44% active;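 active means plate passing quality check with inhibition over a set limit, or well fluorescence over plate mean plus 4 SD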;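 further: Nile Red retained in pooled yeast measured as flow cytometry median fluorescence; 0% = buffer negative control and 100% = Enniatin B positive control; higher means more Nile Red kept so more efflux inhibition; some compounds called inactive have numbers as strong as hits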
LAP4-GFP MLPCN: modulators of TOR pathway LAP4-GFP in S. cerevisiae; S. cerevisiae LAP4-GFP multiplex, flow cytometry GFP, 3 h; median GFP as percent of DMSO wells; GFP response vs DMSO, % at 10 µM; 320,000 tested, 0.34% active; AID 2023;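 active means GFP response vs DMSO above a set limit, about the screen mean plus 3 SD, cut at about 150% in these data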
* marks the source's active call; other numbers are inactive results; i = inactive; . = not tested or not shown.

Short forms: A = RPL19A-GFP yeast; B = AGP1 TOR yeast; C = MEP2-GFP yeast; D = Yeast superoxide; E = CIT2-GFP yeast; F = AHR activator; G = Efflux pump mplx; H = LAP4-GFP MLPCN
SMILES: O=C(NCc1cccs1)c1cccc(N2CCCC2=O)c1
  A: 99; B: 100; C: 104; D: 105; E: 90; F: 5; G: 0.2; H: 97
SMILES: NC(=O)c1ccc[n+](CC(=O)NCc2ccc(Cl)cc2)c1
  A: 92; B: 95; C: 91; D: 101; E: 102; F: 0; G: 0.0; H: 86
SMILES: Cc1ccc(NC(=O)CCC(C(=O)O)N2C(=O)c3ccccc3C2=O)cc1 (configuration not stated)
  A: 99; B: 98; C: 100; D: 100; E: 100; F: 1; G: -0.2; H: 97
SMILES: COc1ccccc1C(=O)Nc1cc2ccccc2oc1=O
  A: 97; B: 104; C: 102; D: 109; E: 102; F: 35; G: -0.1; H: 100
SMILES: CCc1ccc(N(CC(=O)NCc2ccc(OC)cc2)C(=O)CCC(=O)Nc2ccccn2)cc1
  A: 102; B: 100; C: 102; D: 125; E: 102; F: -3; G: 0.3; H: 97
SMILES: CN(C)C=NC(=O)/C(C#N)=C/c1ccccc1
  A: 102; B: 95; C: 99; D: 111; E: 101; F: 4; G: -0.2; H: 92
SMILES: Cc1cc(NC(=O)CSC2=NCCS2)no1
  A: 96; B: 101; C: 95; D: 96; E: .; F: -1; G: -0.1; H: 86
SMILES: O=C(c1ccc(-n2cncn2)c([N+](=O)[O-])c1)N1CCN(S(=O)(=O)c2ccccc2Br)CC1
  A: 100; B: 106; C: 100; D: 101; E: 105; F: -4; G: -0.1; H: 96
SMILES: COC(=O)c1ccccc1S(=O)(=O)N1CCC(C(=O)OCc2cccc(OC)c2OC)CC1
  A: 90; B: 83; C: 88; D: 102; E: 81; F: 0; G: -0.1; H: 90
SMILES: COc1ccc(NC(=O)/C(=C\c2ccccc2)NC(=O)c2ccco2)cc1
  A: 106; B: 100; C: 108; D: 91; E: 108; F: -1; G: -0.2; H: 100

Pulled by compound from above (three):
Short forms: A = RPL19A-GFP yeast; B = AGP1 TOR yeast; C = MEP2-GFP yeast; D = Yeast superoxide; E = CIT2-GFP yeast; F = AHR activator; G = Efflux pump mplx; H = LAP4-GFP MLPCN
SMILES: Cc1cc(NC(=O)CSC2=NCCS2)no1
  A: 96; B: 101; C: 95; D: 96; E: .; F: -1; G: -0.1; H: 86
SMILES: COc1ccc(NC(=O)/C(=C\c2ccccc2)NC(=O)c2ccco2)cc1
  A: 106; B: 100; C: 108; D: 91; E: 108; F: -1; G: -0.2; H: 100
SMILES: CCc1ccc(N(CC(=O)NCc2ccc(OC)cc2)C(=O)CCC(=O)Nc2ccccn2)cc1
  A: 102; B: 100; C: 102; D: 125; E: 102; F: -3; G: 0.3; H: 97

Additional structures
Short forms: A = RPL19A-GFP yeast; B = AGP1 TOR yeast; C = MEP2-GFP yeast; D = Yeast superoxide; E = CIT2-GFP yeast; F = AHR activator; G = Efflux pump mplx; H = LAP4-GFP MLPCN
SMILES: COc1cccc(NC(=O)CN2CCc3ccccc3C2)c1
  A: 96; B: 130; C: 128; D: 93; E: 107; F: 10; G: -0.1; H: 134
SMILES: CC(=O)Nc1ccc(C(=O)OCC(=O)NCc2ccccc2)cc1
  A: 90; B: 88; C: 96; D: 104; E: 96; F: 1; G: -0.1; H: 88
SMILES: O=c1nc(-c2ccccc2)c2cc(Cl)ccc2[nH]1
  A: 97; B: 105; C: 103; D: 133; E: 104; F: 3; G: 0.1; H: 109
SMILES: Cn1c(=O)c2c(ncn2CC(=O)N/N=C/c2ccco2)n(C)c1=O
  A: 99; B: 91; C: 103; D: 97; E: 89; F: 0; G: 0.0; H: 81
SMILES: Cc1noc(C)c1S(=O)(=O)N(C)C[C@H]1Oc2c(NS(=O)(=O)c3cn(C)cn3)cccc2C(=O)N([C@H](C)CO)C[C@@H]1C
  A: 103; B: 104; C: 100; D: 81; E: 95; F: -1; G: -0.2; H: 104
SMILES: Cc1cc(C)nc(Oc2ccc(Br)cc2Br)n1
  A: 96; B: 93; C: 101; D: 110; E: 96; F: 4; G: 0.1; H: 95
SMILES: Nc1nonc1-n1nnc(C(=O)N/N=C/c2ccccc2)c1CSc1ccc(Cl)cc1
  A: 106; B: 108; C: 112; D: 110; E: 113; F: 11; G: 0.1; H: 100
SMILES: Cn1nc(OC(=O)Nc2ccc(F)cc2)cc1C(F)(F)F
  A: 96; B: 95; C: 99; D: 87; E: 82; F: 4; G: 0.0; H: 105
SMILES: CCOC(=O)c1oc2ccc(S(=O)(=O)N3CCC(C)CC3)cc2c1C
  A: 96; B: 92; C: 99; D: 103; E: 94; F: -2; G: 0.1; H: 97
SMILES: O=C(C1CCCCC1)N1CCN(c2ncccn2)CC1
  A: 99; B: 100; C: 104; D: 100; E: 95; F: -1; G: 0.1; H: 101
SMILES: COc1ccc(NS(=O)(=O)c2cc(NC(=O)CCNC(C)=O)ccc2N2CCCCC2)cc1
  A: 98; B: 99; C: 96; D: 98; E: 112; F: 1; G: 0.0; H: 100
SMILES: CCOc1ccc(NC(=O)CC2CC(C)(C)OC2=O)cc1 (configuration not stated)
  A: 104; B: 104; C: 112; D: 98; E: 104; F: 9; G: -0.1; H: 103
SMILES: CCc1ccc(Nc2nnc(SCC(=O)c3c(N)n(C4CC4)c(=O)[nH]c3=O)s2)cc1
  A: 93; B: 93; C: 91; D: 79; E: 89; F: 1; G: -0.1; H: 88
SMILES: COC(=O)c1ccc(C2/C(=C(\O)c3cccc(OC)c3)C(=O)C(=O)N2CCCN2CCOCC2)cc1 (configuration not stated)
  A: 104; B: 93; C: 101; D: 85; E: 102; F: -2; G: 9.7*; H: 96
SMILES: CC(=O)Nc1nc(SCC(=O)NCC2CCCO2)[nH]c(=O)c1NC(=O)c1cccs1 (configuration not stated)
  A: 97; B: 93; C: 86; D: 95; E: 97; F: -1; G: 0.0; H: 79
SMILES: COC(=O)c1c(-c2cccc(C)c2)csc1N
  A: 94; B: 93; C: 93; D: 99; E: 86; F: 3; G: 0.0; H: 115
SMILES: Cc1ccccc1-n1c(SC/C(O)=C(\C#N)c2nc3ccccc3[nH]2)nnc1-c1ccncc1
  A: 98; B: 100; C: 99; D: 96; E: 95; F: 46; G: -0.1; H: 101
SMILES: C=CCn1c(-c2ccccc2)ccc(C#N)c1=O
  A: 97; B: 97; C: 95; D: 99; E: 93; F: 13; G: -0.1; H: 95
SMILES: COC(=O)Cc1coc2cc(OC)ccc12
  A: 98; B: 98; C: 99; D: 103; E: 99; F: -2; G: 0.1; H: 101
SMILES: Cc1nnnn1/C(=C\c1ccccc1)C(=O)OCC(=O)NC(C)(C)C
  A: 97; B: 94; C: 91; D: 99; E: 91; F: 10; G: 0.4; H: 84
SMILES: O=c1[nH][nH]c2cc(=O)n(-c3ccc(Cl)cc3)nc12
  A: 100; B: 98; C: 102; D: 93; E: 100; F: -1; G: 0.1; H: 94
SMILES: CC(C)c1ccc(NC2CCCN(C(=O)c3ccccc3-c3ncc[nH]3)C2)cc1 (configuration not stated)
  A: 99; B: 103; C: 93; D: 94; E: 94; F: 11; G: -0.1; H: 101
SMILES: CCNCCNC(=O)c1c(O)c2ccccc2n(CC)c1=O
  A: 103; B: 102; C: 102; D: 116; E: 104; F: 6; G: -0.1; H: 98
SMILES: CCCCn1c(N)c(N(CCC(C)C)C(=O)C2CC(=O)N(Cc3ccc(C)cc3)C2)c(=O)[nH]c1=O (configuration not stated)
  A: 97; B: 100; C: 98; D: 106; E: 90; F: 4; G: -0.1; H: 105
SMILES: Cc1ccccc1SCC(=O)N/N=C/c1ccc(F)cc1
  A: 103; B: 100; C: 104; D: 100; E: 98; F: 3; G: 0.0; H: 93
SMILES: Cn1cc(C(=O)NS(=O)(=O)Nc2ccc(Br)cn2)c2ccccc21
  A: 108; B: 106; C: 110; D: 122; E: 107; F: 21; G: 0.1; H: 101
SMILES: CCOC(=O)C1CCCN(Cc2ccccc2OCC)C1 (configuration not stated)
  A: 96; B: 94; C: 96; D: 96; E: 94; F: -1; G: 0.0; H: 93
SMILES: CCOC(=O)CN(C(=O)COc1nc(-c2ccccc2)cc(C)c1C#N)c1ccc(C)cc1
  A: 98; B: 115; C: 92; D: i; E: 102; F: 0; G: -0.1; H: 110
SMILES: CCn1c(SCCOc2ccc(OC)cc2)nnc1C(CO)NC(=O)c1ccc(OC)cc1 (configuration not stated)
  A: 102; B: 103; C: 104; D: 100; E: 107; F: 1; G: 0.2; H: 99
SMILES: CC(=O)c1ccc(NC(=O)C(C)OC(=O)C2CC(=O)N(c3ccc4c(c3)OCCO4)C2)cc1 (configuration not stated)
  A: 94; B: 96; C: 93; D: 99; E: 92; F: -1; G: 3.1; H: 97
SMILES: CCOC(=O)c1cc(C(=O)OCC)c2cccc(C)n2c1=O
  A: 100; B: 91; C: 103; D: 103; E: 105; F: 4; G: 0.0; H: 109
SMILES: CCCNC(=O)c1ccc(S(=O)(=O)c2ccc(OC)cc2)c([N+](=O)[O-])c1
  A: 100; B: 98; C: 104; D: 103; E: 103; F: 1; G: -0.2; H: 94
SMILES: Cc1ccc(Nc2ccc(C(N)=O)cc2[N+](=O)[O-])cc1C
  A: 99; B: 93; C: 98; D: 125; E: 92; F: 7; G: 0.0; H: 107
SMILES: O=C(N/N=C/c1ccccc1[N+](=O)[O-])c1ccc(CN2CCOCC2)cc1
  A: 121; B: 105; C: 108; D: 114; E: 107; F: 9; G: -0.1; H: 100
SMILES: COc1ccc(NC(=O)c2ccc3c(c2)NC(=O)CS3)cc1S(=O)(=O)Nc1ccc(Br)cc1
  A: 99; B: 99; C: 99; D: 122; E: 95; F: 12; G: 0.1; H: 99
SMILES: COCCN(C(=O)CCC(=O)Nc1cc(C)on1)C(C(=O)NC1CCCC1)c1ccc(C)cc1 (configuration not stated)
  A: 106; B: 108; C: 99; D: 93; E: 103; F: 0; G: -0.2; H: 95
SMILES: CC(=O)c1cccc(NC(=O)N2CCCC2C(=O)Nc2cccc(C)c2)c1 (configuration not stated)
  A: 93; B: 91; C: 90; D: 97; E: 86; F: 5; G: 0.1; H: 90
SMILES: COc1ccc(S(=O)(=O)NCCN2CCOCC2)cc1Br
  A: 110; B: 101; C: 110; D: 102; E: 106; F: 0; G: 0.1; H: 100
SMILES: Cc1c(NC(=O)c2cc(-c3ccc(F)cc3)nc3ccccc23)c(=O)n(-c2ccccc2)n1C
  A: 107; B: 106; C: 112; D: 84; E: 104; F: -2; G: 0.1; H: 109
SMILES: COC(=O)c1ccc(/C=C2\Oc3ccccc3NC2=O)cc1
  A: 94; B: 74; C: 116; D: 98; E: 95; F: 8; G: 0.1; H: 94
SMILES: CCn1c(NC(C)=O)c(-c2ccccc2Cl)c(=O)c2ccccc21
  A: 119; B: 113; C: 116; D: 108; E: 112; F: 0; G: -0.1; H: 107
SMILES: CCCS(=O)(=O)c1nc(S(=O)(=O)c2ccc(C)cc2)c(NCCCn2ccnc2)s1
  A: 87; B: 84; C: 96; D: i; E: 97; F: 6; G: 0.1; H: 86
SMILES: O=C1CCC(C(=O)N2CCC(CCO)CC2)CN1Cc1ccc(Cl)cc1 (configuration not stated)
  A: 104; B: 94; C: 96; D: 99; E: 98; F: 1; G: -0.1; H: 81
SMILES: COCCn1c(=O)[nH]c2cc(C(=O)N3CCN(c4cccc(C)c4C)CC3)ccc2c1=O
  A: 105; B: 106; C: 108; D: 89; E: 115; F: 0; G: -0.2; H: 102
SMILES: Cc1cccc(N2CCN(C(=O)COc3cccc4c3OC(C)(C)C4)CC2)c1C
  A: 104; B: 94; C: 105; D: 101; E: 96; F: 4; G: 0.1; H: 96
